Source: PubChem
TRPC4 act – activators of mouse TRPC4 channel, primary screen, Fluo4 calcium, HEK293 TRPC4beta/mu-opioid cells. hit rate 0.49% among 310,000. AID 2237, 2010. Fluo4 calcium fluorescence; hits give high values. Short transient receptor potential channel 4 (Mus musculus), Q9QUQ5. B-score at 10 µM;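 active = B-score above 5 SD of library B-scores, and initial fluorescence ratio not above library mean plus 5 SD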;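 also: positive B-score marks a calcium rise read as TRPC4 activation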
Target sequence (Q9QUQ5 whole entry, looked up): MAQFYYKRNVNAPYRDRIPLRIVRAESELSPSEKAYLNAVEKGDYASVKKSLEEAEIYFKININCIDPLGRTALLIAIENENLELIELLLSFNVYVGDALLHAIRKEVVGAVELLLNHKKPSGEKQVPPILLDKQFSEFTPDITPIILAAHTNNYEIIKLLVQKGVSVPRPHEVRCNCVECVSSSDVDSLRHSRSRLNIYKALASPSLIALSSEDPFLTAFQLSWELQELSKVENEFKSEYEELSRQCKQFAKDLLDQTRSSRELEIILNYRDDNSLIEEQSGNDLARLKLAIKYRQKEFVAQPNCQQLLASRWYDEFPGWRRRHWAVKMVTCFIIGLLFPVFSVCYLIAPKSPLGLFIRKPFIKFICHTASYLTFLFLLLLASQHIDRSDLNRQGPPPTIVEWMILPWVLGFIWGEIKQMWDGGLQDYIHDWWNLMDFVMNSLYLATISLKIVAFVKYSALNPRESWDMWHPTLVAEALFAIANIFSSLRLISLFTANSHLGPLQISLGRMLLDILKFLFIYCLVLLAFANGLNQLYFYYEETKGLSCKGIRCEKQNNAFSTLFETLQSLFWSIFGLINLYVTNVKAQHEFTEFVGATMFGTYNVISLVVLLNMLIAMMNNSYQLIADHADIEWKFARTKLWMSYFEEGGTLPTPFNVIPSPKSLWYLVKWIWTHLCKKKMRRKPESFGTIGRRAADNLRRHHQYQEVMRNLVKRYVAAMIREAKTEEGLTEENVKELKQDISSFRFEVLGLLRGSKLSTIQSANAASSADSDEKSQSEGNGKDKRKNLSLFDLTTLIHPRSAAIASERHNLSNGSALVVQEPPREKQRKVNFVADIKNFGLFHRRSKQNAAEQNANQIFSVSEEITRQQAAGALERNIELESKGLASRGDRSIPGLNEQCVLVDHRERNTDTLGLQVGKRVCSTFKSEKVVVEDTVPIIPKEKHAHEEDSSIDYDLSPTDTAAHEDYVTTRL
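system = HEK293 cells stably co-expressing mouse TRPC4beta and mu-opioid receptor | schedule = Fluo4 dye loading 45 min at room temperature, 110 s recording | measure = B-scored integrated calcium fluorescence ratio | signal = Fluo4 calcium-sensitive dye fluorescence, kinetic, 1 Hz baseline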
MrgX1 ag – agonists of human MrgX1 receptor, primary screen, HEK293 cells, Fluo-4 calcium flux; Mas-related G-protein coupled receptor member X1 (Homo sapiens), Q96LB2; Fluo-4 calcium fluorescence, agonist mode; hits give high values; B-score at 10 µM; hit rate 0.44% among 310,000; AID 588627, 2011;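 active = calcium response B-score plate-corrected fluorescence ratio at least 3 library SD, with starting fluorescence B-score inside 5 SD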
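times = overnight plating, then 30 min 37 °C plus 30 min room-temperature dye loading | assay system = stable human MrgX1 HEK293 cell line | input = fifteen thousand cells per well | signal = kinetic calcium dye fluorescence, Fluo-4 NW | dosing = compound delivered in addition one of three | read-out = B-scored fluorescence response ratio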
MrgX1 antagonist – antagonists of human MrgX1 receptor, primary screen, HEK293 cells, Fluo-4 calcium flux. Mas-related G-protein coupled receptor member X1 (Homo sapiens), Q96LB2. BAM8-22 antagonism; hits give low values. B-score at 10 µM. hit rate 1.3% among 310,000;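 active = calcium-response B-score plate-corrected more than 3 library SD below zero, starting fluorescence within 5 deviations, no agonist response on first addition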;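 also: peak minus trough fluorescence over baseline after final BAM8-22 challenge near maximal dose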
TRPC6 activator – mouse TRPC6 channel activators, primary screen, cell-based, HEK293, membrane potential dye. HEK293-TRPC6 membrane potential dye fluorescence; hits give high values. B-score at 10 µM. hit rate 0.13% among 310,000;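 active = B-score of the integrated fluorescence ratio above library mean plus 3 SD, and starting fluorescence ratio within library mean plus 5 SD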;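 also: higher score means more depolarization so channel activation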
AI-2 QS mod – Vibrio harveyi AI-2 quorum sensing modulators, primary screen, JMH597 strain, luminescence/OD600 ratio; Vibrio harveyi JMH597 AI-2 luminescence/OD600 ratio, 9 h; hits give low values; strain lacks LuxN and CqsS sensors; 0 = neutral-control median; activity change, % at 7.5 µM; hit rate 0.4% among 300,000; AID 2094, 2009; in the data active = activity change below about -75%, passing the limit was not always enough;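 also: luminescence divided by OD600 gain over 9 h not by final OD600 alone; inactives centre near 13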
TRPC4 PAM – positive allosteric modulators of TRPC4, primary screen, cell-based, mouse TRPC4beta, HEK293 mu-opioid, Fluo-4 calcium; Short transient receptor potential channel 4 (Mus musculus), Q9QUQ5; DAMGO EC20, Fluo-4 Ca2+ flux; hits give high values; B-score at 10 µM; hit rate 0.42% among 310,000;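 active = B-score of calcium response area above 5 SD of library B-scores, with initial fluorescence ratio within 5 SD of library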;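 also: B-score of integrated fluorescence ratio over time as area under calcium response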
HIF activator – HIF pathway transcriptional activators, primary screen, cell-based, U2OS HRE-luciferase, luminescence; hit rate 0.32% among 300,000; U2OS HRE-luciferase reporter; normalized: DMSO 0%, desferrioxamine 100%; activation, % at 7.5 µM (by protocol);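 active = mean activation of at least 10% of the iron chelator positive control signal, with at least half of replicates also reaching 10%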
TRPC6 inhibitor – mouse TRPC6 channel inhibitors, primary screen, cell-based, HEK293, membrane potential dye; ACh-evoked depolarization; hits give low values; B-score at 10 µM; hit rate 1.1% among 310,000;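 active = B-score under library mean minus 3 SD, initial fluorescence not abnormally high, positive integrated signal ratio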;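 also: B-score derived from integrated fluorescence ratio over the kinetic read; more negative B-score means stronger inhibition of depolarization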
MrgX1 allo act – positive allosteric modulators of MrgX1, primary screen, HEK293 cells, Fluo-4 calcium flux | hit rate 0.63% among 310,000 | B-score at 10 µM | FDSS; hits give high values | AID 588675, 2011;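 active = plate-corrected calcium response at least 3 library SD above typical, normal starting fluorescence, not activating the receptor alone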;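 also: compound read alongside a low EC10 to EC30 dose of BAM8-22 agonist; peak minus trough fluorescence over baseline measured at the second addition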
TRPC4 inh – inhibitors of mouse TRPC4 channel, primary screen, Fluo4 calcium, HEK293 TRPC4beta/mu-opioid cells; Short transient receptor potential channel 4 (Mus musculus), Q9QUQ5; DAMGO-evoked Fluo4 calcium flux; hits give low values; B-score at 10 µM; hit rate 0.39% among 300,000;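 active = B-score over 3 SD under the library average, no early fluorescence shift, positive overall ratio signal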
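Signal: kinetic Fluo4 fluorescence imaging of calcium influx. Material: stable TRPC4beta/mu-opioid receptor HEK293 cells. Probe or stimulus: DAMGO in two steps, submaximal then maximal.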
PolyA inh – polyadenylation inhibitors in yeast reporter cells, primary screen, luminescence, S. cerevisiae; S. cerevisiae SKY197-pL101 polyadenylation reporter, beta-gal luminescence; efflux-impaired pdr1/pdr3 knockout yeast; score 100 = 6 SD above DMSO; hit rate 0.02% among 300,000; calls only at 12 µM;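 active = lowest replicate activity score at least 50, where 100 means six control SD above control mean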;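 also: yeast exposed to compound for 9 h at 30 °C; higher score means more reporter readthrough which indicates perturbed polyadenylation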
An asterisk follows results filed as active; i = inactive; / = no result given. Only part of the results is shown; count on the stated rates, not on these rows.

SMILES	TRPC4 act	MrgX1 ag	MrgX1 antagonist	TRPC6 activator	AI-2 QS mod	TRPC4 PAM	HIF activator	TRPC6 inhibitor	MrgX1 allo act	TRPC4 inh	PolyA inh
CCOC(=O)c1ccc(NC(=S)N2CCN(CCN=CC3=C(O)CC(C)(C)CC3=O)CC2)cc1	i	i	i	i	12	i	0.4	i	i	i	i
O=C(COC(=O)CCc1ccc(S(=O)(=O)N2CCOCC2)cc1)Nc1ncc(C(F)(F)F)cc1Cl	i	i	i	i	25	i	-1.5	i	i	i	i
CCc1cc2c(=O)c(-c3cnn(-c4ccccc4)c3)c(C)oc2cc1OCC(=O)Nc1ccc(F)c(F)c1	i	i	i	i	10	i	-0.1	i	i	i	i
CSCCC(NC(=O)c1ccc(=O)n(C)n1)c1nc2ccccc2[nH]1 (stereo unspecified)	i	i	i	i	27	i	0.5	-5*	i	i	i
COc1cc2c(cc1OC)CN(C(=O)Cc1ccc(OC)c(S(=O)(=O)N3CCOCC3)c1)CC2	i	i	i	i	18	i	-1.0	i	i	i	i
CC1CCCN(C(=O)CCNS(=O)(=O)c2ccc(Br)cc2)C1 (stereo unspecified)	i	i	i	i	27	i	-0.4	i	i	i	i
COCCN1C(=O)c2cc(C(=O)Nc3cccc(F)c3)ccc2C1Nc1cccc(F)c1 (stereo unspecified)	i	i	i	i	8	i	-0.7	i	i	i	i
O=C(CCS(=O)(=O)c1ccc(Cl)cc1)NCCN1C(=O)S/C(=C\c2ccccc2F)C1=O	i	i	i	i	8	i	0.8	i	i	i	i
CC(Cc1n[nH]c(=S)o1)c1ccccc1 (stereo unspecified)	i	i	i	i	-6	i	0.1	i	i	i	i
C=C1CCC[C@]2(C)C[C@H]3OC(=O)C(CNC(C)(CO)CO)[C@H]3CC12 (stereo partly specified)	i	i	i	i	28	i	0.2	i	i	i	i
CCCCCNCC(=O)Nc1cc(C(F)(F)F)ccc1OCCOC	i	i	i	i	16	i	0.6	i	i	i	i
CCOC(=O)c1ccc(CNC(=O)Cn2nnc(-c3ccccc3)n2)o1	i	i	i	i	26	i	-0.6	i	i	i	i
COc1ccccc1NC(=O)c1cnc(Nc2ccccc2OC)c2ccccc12	i	i	i	i	16	i	-0.6	i	i	i	i
COc1ccc(C(CNc2ccc(S(=O)(=O)N3CCCC3)cc2[N+](=O)[O-])N2CCCC2)cc1 (stereo unspecified)	i	i	i	i	11	i	-0.3	i	i	i	i
CCSc1ncc(C#N)c(N)n1	i	i	i	i	11	i	2.1	i	i	i	i
COc1ccccc1NC(=O)C1=C(C)NC(=O)NC1c1ccc(C)s1 (stereo unspecified)	i	i	i	i	23	i	0.1	i	i	i	i
CS(=O)(=O)N1CCN(C(=O)c2c(F)cccc2F)CC1	i	i	i	i	34	i	-0.7	i	i	i	i
CCN1CNC(=S)N(c2ccccc2C)C1	i	i	i	i	7	i	/	i	i	i	i
CCS(=O)(=O)N1CCN(S(=O)(=O)c2ccc3c(c2)OCCO3)CC1	i	i	i	i	9	i	1.1	i	i	i	i
Cc1nc2ccc(N=NN(C)C)cc2[nH]1	i	i	i	i	26	i	-0.4	i	i	i	i
CC(C)NS(=O)(=O)c1ccc(OCC(=O)Nc2ccc(F)cc2)cc1	i	i	i	i	-4	i	0.2	i	i	i	i
COc1cc(/C=C/C(=O)NC(=O)c2ccccc2O)ccc1OC(C)=O	i	i	i	i	42	i	2.2	i	i	i	i
CCc1cc(=O)oc2c(CNCc3c(F)cccc3Cl)c(O)ccc12	i	i	i	i	14	i	-6.6	i	i	i	i
O=c1cc(O)c2sc3nc(-c4cccnc4)cc(C(F)(F)F)c3c2[nH]1	i	i	i	i	16	i	-0.2	i	i	i	i

Among those listed so far, these have a thiophene ring, fused or not:
SMILES	TRPC4 act	MrgX1 ag	MrgX1 antagonist	TRPC6 activator	AI-2 QS mod	TRPC4 PAM	HIF activator	TRPC6 inhibitor	MrgX1 allo act	TRPC4 inh	PolyA inh
COc1ccccc1NC(=O)C1=C(C)NC(=O)NC1c1ccc(C)s1 (stereo unspecified)	i	i	i	i	23	i	0.1	i	i	i	i
O=c1cc(O)c2sc3nc(-c4cccnc4)cc(C(F)(F)F)c3c2[nH]1	i	i	i	i	16	i	-0.2	i	i	i	i

Going on with the list.
SMILES	TRPC4 act	MrgX1 ag	MrgX1 antagonist	TRPC6 activator	AI-2 QS mod	TRPC4 PAM	HIF activator	TRPC6 inhibitor	MrgX1 allo act	TRPC4 inh	PolyA inh
CC1Cc2ccccc2N1C(=O)CO/N=C/c1ccccc1OC(F)F (stereo unspecified)	i	i	i	i	15	i	0.0	i	i	i	i
COc1ccc(OC)c(NC(=O)C2CCCC2)c1	i	i	i	i	15	i	-0.1	i	i	i	i
CCCCn1c(SCC(=O)N2CCC(C)CC2)nc2cc(S(N)(=O)=O)ccc21	i	i	i	i	12	i	0.1	i	i	i	i
Cc1ccccc1NC(=O)c1c(C)nc(SCC(=O)OCc2ccccc2)c(C#N)c1-c1ccc(F)cc1	i	i	i	i	19	i	-0.1	i	i	i	i
CN(C)S(=O)(=O)c1cccc(NC(=S)N2CCCCC2CO)c1 (stereo unspecified)	i	i	i	i	12	i	0.1	i	i	i	i
CCCN(CC(=O)Nc1ccccc1C)C(=O)c1ccc(COc2ccccc2)cc1	i	i	i	i	14	i	0.1	i	i	i	i
COc1ccc(CCn2c(N)cc(=O)[nH]c2=O)cc1OC	i	i	i	i	40	i	-0.1	i	i	i	i
COc1ccccc1CN(C)C(=O)c1ccc(COc2ccccc2)cc1	i	i	i	i	20	i	0.2	i	i	i	i
CCN(CC(=O)Nc1c(F)cccc1F)C(=O)c1ccc(N2CCCC2=O)cc1	i	i	i	i	26	i	-0.8	i	i	i	i
O=[N+]([O-])c1ccc2c(c1)C(O)n1nc(-c3ccc(Cl)cc3Cl)nc1S2 (stereo unspecified)	i	i	i	i	12	i	-0.4	i	i	i	i
CCc1ccc(OC(=O)Nc2ccccc2)cc1	i	i	i	i	-38	i	4.8	i	i	i	i
COc1ccc(CN(Cc2cc3ccc(C)cc3[nH]c2=O)Cc2nnnn2C2CCCC2)cc1	i	i	i	i	3	i	0.5	i	i	i	i
CC(=O)NCC(=O)N(Cc1ccco1)C1(C(=O)NC2CCCC2)CCCCC1	i	i	i	i	12	i	-0.6	i	i	i	i
COc1ccc(NC(=O)CC2C(=O)N(C)C(=S)N2CCc2ccccc2)cc1 (stereo unspecified)	i	i	i	i	16	i	-0.1	i	i	i	i
CCN1CCN(c2nc(S(=O)(=O)c3ccc(C)cc3)c(Cl)s2)CC1	i	i	i	i	10	i	1.5	i	i	i	i
N#Cc1cccc(NC(=O)Cc2ccsc2)c1	i	i	i	i	22	i	0.9	i	i	i	i
CNc1ccc(Br)cc1C(O)c1ccccc1 (stereo unspecified)	i	i	i	i	-11	i	-0.6	i	i	i	i
NS(=O)(=O)c1ccc(NC(=O)CN2C(=O)c3ccccc3C2=O)cc1	i	i	i	i	-84*	i	-0.3	i	i	i	i
COCCNC(=O)Cn1nc(-c2ccccc2F)ccc1=O	i	/	/	i	-4	i	-1.2	i	/	i	i
O=C(O)c1ccc(CNCc2ccccc2F)cc1	i	i	i	i	22	i	0.0	i	i	i	i
Cc1cccc(N(CC(=O)NC(C)(C)C)C(=O)CS(=O)CC(=O)Nc2ccc(F)cc2)c1 (stereo unspecified)	i	i	i	i	21	i	-0.2	i	i	i	i
O=C(CNCCCO)Nc1cc(C(F)(F)F)cc(NC(=O)CNCCCO)c1Cl	i	i	i	i	13	i	-0.3	i	i	i	i
COc1ccc(/C=C2/SC(=O)N(CC(O)Cn3c4ccccc4c4ccccc43)C2=O)cc1 (stereo unspecified)	i	i	i	i	0	i	-0.1	i	i	i	i
COC(=O)c1ccc(C23CC4(C2)[C@H](CN(Cc2cccnc2)[C@@H]4c2ccccc2)C3c2ccc(C(F)(F)F)cc2)cc1 (stereo partly specified)	i	i	i	i	5	i	-0.3	i	i	i	i
COc1ccnc(Oc2ccc(F)cc2)c1C(=O)N/C=N/OCc1ccccc1	i	i	i	i	28	i	-0.3	i	i	i	i
CCOC(=O)/C(=C/c1ccc(OC(=O)c2ccccc2)cc1)C(C)=O	i	i	i	i	26	i	0.3	i	i	i	i
Cc1cnccc1CN(C)C(=O)C1CCC(=O)N(Cc2ccccc2F)C1 (stereo unspecified)	i	i	i	i	23	i	-0.1	i	i	i	i
CCOC(=O)C1CCN(C2=NC(=O)/C(=C/c3ccc(O)cc3)S2)CC1	i	i	i	i	9	i	-1.4	i	i	i	i
COCCn1c(N)c(N(Cc2ccccc2)C(=O)c2cc3ccccc3o2)c(=O)[nH]c1=O	i	i	i	i	-3	i	-0.5	i	i	i	i
O=[N+]([O-])c1cccc(CSc2nnc3ccccn23)c1	i	i	i	i	17	i	1.4	i	i	i	i
C#CCOCCOCCOCCNc1nc(N2CCN(C(=O)[C@H]([C@@H](C)CC)n3cc([C@@H](N)CO)nn3)CC2)nc(N2CCN(C(=O)[C@H](Cc3cc4ccccc4[nH]3)n3cc([C@@H](N)Cc4ccc(O)cc4)nn3)CC2)n1	i	i	i	i	24	i	-0.3	i	i	i	i
Cc1nc(SCC(=O)NC(=O)NCc2ccccc2)nc(C)c1C	i	i	i	i	5	i	-0.1	i	i	i	i
CCC(=O)NC(NC(=S)Nc1c(C)n(C)n(-c2ccccc2)c1=O)C(Cl)(Cl)Cl (stereo unspecified)	i	i	i	i	12	i	0.1	i	i	i	i
O=C(Nc1ccc(Cl)cc1)C1CCCN(S(=O)(=O)c2cnc[nH]2)C1 (stereo unspecified)	i	i	i	i	25	i	/	i	i	i	i
O=C(Cc1ccc(F)cc1)N1CCN(c2ccc(F)cc2)CC1	i	i	i	i	6	i	-1.0	i	i	i	i
